Screens deposited in PubChem BioAssay by NCI.
Growth percent in the NCI-60 one-dose screen (48 h, 10 µM unless noted): 100 = growth as untreated, 0 = no growth, -100 = all killed.
NCI/ADR-RES: NCI/ADR-RES ovarian cells. 81,000 tested, 4.4% active
NCI-H226: NCI-H226 lung cancer. AID 1794732. 79,000 tested, 3.5% active
NCI-H460: NCI-H460 lung cancer; 82,000 tested, 6.8% active
NCI-H522: NCI-H522 lung cancer; 78,000 tested, 8% active
NCI-H23: NCI-H23 lung cancer | 80,000 tested, 4% active
HCT-116: HCT-116 colon cancer. 82,000 tested, 7.3% active. AID 1794798
NCI-H322M: NCI-H322M lung cancer; AID 1794733; 80,000 tested, 2.7% active
COLO 205: COLO 205 colon cancer. AID 1794742. 79,000 tested, 7.3% active
HCT-15: HCT-15 colon cancer. 82,000 tested, 5.2% active. AID 1794746
An asterisk follows results filed as active; x = not tested or not shown; & = joins results of further samples; [ ] = another dose, or the depositor's remark. Rule for the calls: active = growth percent below 10; inactive = the rest. Compounds as they come; any-hit rate near 12%.

SMILES | NCI/ADR-RES | NCI-H226 | NCI-H460 | NCI-H522 | NCI-H23 | HCT-116 | NCI-H322M | COLO 205 | HCT-15
O=C1c2c(c3c4ccccc4n(CCCCCCBr)c3c3[nH]c4ccccc4c23)C(=O)N1O | 9.6* | 70.5 | 5.9* | -7.9* | -0.2* | 6.4* | 14.8 | 62.4 | 7.7*
Oc1ccc(/C=N/c2n[nH]c(-c3cccnc3)n2)c(O)c1O | 96.3 | 84.1 | 97.0 | 82.2 | 92.0 | 98.6 | 90.7 | 105.8 | 98.9
O=c1c2cc3c(cc2nc(C(F)(F)F)n1CCc1c[nH]c2ccccc12)OCO3 | 88.2 | 81.1 | 94.7 | 78.0 | 73.3 | 83.8 | 93.1 | 89.9 | 88.2
NS(=O)(=O)c1ccc(-n2ncc3c(=S)nc[nH]c32)cc1 | 95.0 | 94.7 | 108.7 | x | 105.0 | 97.7 | 97.7 | 91.1 | 107.6
COc1ccc2c(c1)CC[C@@]1(C)[C@H](C)C=C(I)[C@@]21CCCO | 91.6 | 100.6 | 92.0 | 84.1 | 101.1 | 80.8 | 80.3 | 117.2 | 92.2
O=C(N/N=C/c1ccc(O)cc1)c1cc(-c2nc3ccccc3[nH]2)nc2ccccc12 | 94.7 | 102.4 | 104.8 | 83.0 | 95.6 | 103.8 | 97.7 | 104.1 | 96.9
COc1ccc(Oc2[nH]n(C3=Nc4ccccc4Sc4ccccc43)c(=O)c2C#N)cc1 | 87.0 | 100.2 | x | 74.9 | 95.7 | 93.5 | 124.9 | 111.2 | 100.7
COc1ccc(Cn2cc3c(c2-c2cc(OC)c(OC)c(OC)c2)CCCc2cnoc2-3)cc1N | 15.5 | 66.9 | 11.5 | 12.5 | 47.1 | 24.1 | 46.3 | 12.7 | 26.8
O=C1C(CCS(=O)c2ccccc2)C(=O)N(c2ccccc2)N1c1ccccc1 (stereo unspecified) | 108.0 | 101.7 | 111.3 | 97.9 | 107.0 | 99.2 | 100.5 | 105.1 | 104.0
COc1cccc2c1CCC(=O)C2 | 95.4 | 92.1 | 104.4 | 102.7 | 96.3 | 105.5 | 111.0 | 116.7 | 107.3
COc1ccc2[nH]c(=O)c(CSc3ccccc3N)cc2c1 | 106.7 | 93.4 | 94.9 | 92.9 | x | 90.8 | 85.9 | 124.1 | 78.9
C[C@@H](O)[C@H]1CC[C@H]2[C@@H]3CCC4=CC(=O)C[C@]4(C)[C@H]3CC[C@]12C | 100.7 | x | 105.9 | 82.9 | 101.0 | 100.2 | 102.4 | 121.8 | 92.6
CCOC(=O)c1ccc(NC(=O)OCc2ccccc2)cc1 | 101.0 | 92.4 | 105.1 | 68.6 | 91.1 | 94.4 | 91.9 | 117.6 | 94.0
N#CC1(C#N)C(c2c(F)cccc2Cl)C1(C#N)C#N | 104.4 | 92.8 | 103.9 | 87.6 | 100.3 | 100.6 | 104.0 | 109.9 | 99.1
CN(C)S(=O)(=O)n1cnc([C@@H]2c3c(ncn3S(=O)(=O)N(C)C)C[C@@H]3Cn4c(=O)n(-c5ccccc5)c(=O)n4C[C@H]32)c1 | 103.7 | 112.3 | 113.3 | 96.0 | 99.6 | 101.5 | 99.4 | 113.3 | 103.5
COc1ccc(NC(=O)Cn2cccc(Nc3ccccc3)c2=O)cc1 | x | 105.8 | 105.4 | 100.0 | 110.2 | 93.0 | 97.1 | 107.8 | 101.2
CNCc1cc(C(C)(C)C)ccc1O | 96.1 | 100.9 | 94.6 | 77.4 | 96.1 | 71.5 | 85.4 | 104.5 | x
C#CCn1cnc2c(Nc3cccc(NC(=O)C=C)c3)ncnc21 | 92.5 | 66.3 | 80.3 | 79.4 | 89.7 | 85.1 | 102.8 | 84.4 | 73.3
CC(C)NCCCCCNc1cccc2cccnc12 | 93.9 | x | 106.9 | 106.0 | 97.4 | 94.6 | 98.7 | 107.4 | 97.9
Cc1nc2c(=O)nc3s/c(=C\c4ccco4)c(=O)n3c2nc1C | 93.5 | 97.0 | 100.8 | 85.1 | 96.8 | 101.2 | 93.5 | 115.7 | 106.0
COc1ccccc1/C=N\N=C(N/N=C/c1ccccc1OC)N/N=C/c1ccccc1OC | 19.1&45.4 | 46.5&85.7 | 12.8&46.3 | 17.3&38.6 | 27.5&58.0 | 14.0&39.5 | 15.1&56.5 | 34.6&75.6 | 32.1&55.9
Cc1ccc(C(=O)NN2C(=O)CSC2c2ccccc2Cl)cn1 (stereo unspecified) | 96.6 | 91.6 | 107.8 | 86.3 | 104.7 | 106.2 | 98.0 | 108.6 | 104.8
CC(CN(C)C)C(O)(Cc1ccccc1)c1ccccc1 (stereo unspecified) | 93.5 | 95.2 | 110.6 | 93.2 | 91.2 | 106.6 | 92.0 | 97.7 | 95.8
CC(=O)c1ccc(NC(=O)C(=O)c2c[nH]c3ccccc23)cc1 | 104.6 | 108.1 | 102.1 | 98.4 | 108.5 | 105.8 | 112.3 | 109.9 | 102.5
Oc1cc(CNCc2ccccc2)c(O)cc1CNCc1ccccc1 | 89.9 | 97.0 | 105.0 | x | 98.6 | 95.7 | 112.8 | 110.5 | 95.3
CSc1ccccc1Nc1nc(N)nc(C(Cl)(Cl)Cl)n1 | 99.3 | 74.5 | 97.9 | 81.7 | 83.2 | 79.0 | 86.4 | 119.4 | 82.3
O=C(N1CCCCC1)N1CCCCC1 | 99.6 | 102.4 | 103.0 | 100.1 | 96.5 | 106.1 | 87.3 | 110.0 | 107.9
CC1=C(C(=O)OCC2CCN(C(=O)OC(C)(C)C)CC2)[C@H](c2cccc(Br)c2)C2=C(CC(C)(C)CC2=O)N1 | 25.3 | x | 8.6* | 19.8 | 48.4 | 17.7 | 57.2 | 27.4 | 21.0
N#CC(C#N)=Cc1nc(C2CCN(S(=O)(=O)c3cccc4ccccc34)CC2)n2ccccc12 | 100.5 | 101.6 | 104.1 | x | 87.8 | 107.1 | 119.2 | 125.9 | 107.8
Cc1ncnc2c1CCC2 | 105.9 | 92.7 | 102.9 | x | 110.1 | 102.1 | 88.0 | 118.7 | 97.6
N=C(N)c1ccc(-c2ccc(-c3ccco3)o2)nc1 | 106.5 | 102.8 | 103.2 | 110.8 | 105.6 | 97.2 | 95.8 | 107.5 | 91.7
CC(=O)NC1c2ccccc2Oc2ccccc21 | 104.8 | 105.3 | 109.5 | 91.1 | 94.1 | 87.7 | x | 100.6 | 96.9
COC(=O)[C@H](Cc1cnc[nH]1)NC(=O)[C@@H](NC(=O)Nc1cc(C(F)(F)F)cc(C(F)(F)F)c1)C(C)C | 73.9[100 µM] | -44.1*[100 µM] | -42.5*[100 µM] | x | -70.6*[100 µM] | -89.5*[100 µM] | -94.9*[100 µM] | -82.6*[100 µM] | 35.4[100 µM]
CCOC(=O)c1cnn(CC(O)c2ccccc2)c1NC(=O)c1cccc(F)c1 (stereo unspecified) | 105.3 | x | 106.4 | 94.0 | 107.7 | 80.8 | 105.3 | x | 99.9
O=C(COc1c(Cl)cc(Cl)c(Cl)c1Cl)NC1CCCCC1 | 98.2 | 93.2 | 103.0 | 88.2 | 108.2 | 93.0 | 106.1 | 102.4 | 104.2
CCCCCCCCCCCC1=NC(C)(C)CO1 | 102.0 | 99.2 | 103.3 | 101.3 | 98.8 | 90.9 | 109.5 | 117.8 | 109.2
COc1ccc(-c2cc(C(=O)N3N=C(c4ccc(OC)c(OC)c4)CC3c3cc(-c4ccccc4)nn3-c3ccccc3)c3ccccc3n2)cc1 (stereo unspecified) | 100.5 | 84.8 | 84.5 | 82.4 | 91.5 | 92.7 | 85.8 | 104.9 | 88.0
COc1cc(-c2csc(NC(=O)Nc3cc(C(F)(F)F)cc(C(F)(F)F)c3)n2)cc(OC)c1OC | 10.4 | 24.8 | 10.9 | -14.6* | 4.2* | 0.3* | x | 0.6* | 11.8
S=c1nc[nH]c2c1ccc1[nH]cnc12 | 92.1 | 89.1 | 98.6 | 117.4 | 90.2 | 106.0 | 118.7 | 104.3 | 96.5
COc1ccc2c(Cn3cc(CSc4nc5ccccc5o4)nn3)cc(=O)oc2c1 | 99.1 | 100.6 | 109.1 | 92.3 | 101.3 | 104.8 | 106.0 | 112.1 | 105.7

Part of the list above in order of molar mass, falling:
SMILES | NCI/ADR-RES | NCI-H226 | NCI-H460 | NCI-H522 | NCI-H23 | HCT-116 | NCI-H322M | COLO 205 | HCT-15
N#CC(C#N)=Cc1nc(C2CCN(S(=O)(=O)c3cccc4ccccc34)CC2)n2ccccc12 | 100.5 | 101.6 | 104.1 | x | 87.8 | 107.1 | 119.2 | 125.9 | 107.8
CCOC(=O)c1cnn(CC(O)c2ccccc2)c1NC(=O)c1cccc(F)c1 (stereo unspecified) | 105.3 | x | 106.4 | 94.0 | 107.7 | 80.8 | 105.3 | x | 99.9
N=C(N)c1ccc(-c2ccc(-c3ccco3)o2)nc1 | 106.5 | 102.8 | 103.2 | 110.8 | 105.6 | 97.2 | 95.8 | 107.5 | 91.7
CC(=O)NC1c2ccccc2Oc2ccccc21 | 104.8 | 105.3 | 109.5 | 91.1 | 94.1 | 87.7 | x | 100.6 | 96.9
O=C(N1CCCCC1)N1CCCCC1 | 99.6 | 102.4 | 103.0 | 100.1 | 96.5 | 106.1 | 87.3 | 110.0 | 107.9
Cc1ncnc2c1CCC2 | 105.9 | 92.7 | 102.9 | x | 110.1 | 102.1 | 88.0 | 118.7 | 97.6

Next section
SMILES | NCI/ADR-RES | NCI-H226 | NCI-H460 | NCI-H522 | NCI-H23 | HCT-116 | NCI-H322M | COLO 205 | HCT-15
COc1ccc(C(=O)CSc2nc(C)c(C)n2Nc2ccccc2)cc1 | 83.6 | 92.1 | 96.5 | 77.2 | 88.4 | 96.7 | 82.4 | 100.5 | 88.6
CSc1nc(Nc2ccc(S(=O)(=O)Nc3ccon3)cc2)c(C#N)c(-c2ccc(Cl)cc2)n1 | 101.9 | 95.0 | 112.2 | 84.9 | 94.2 | 65.8 | 98.3 | 107.8 | 87.9
Nc1ccc(C(=O)Nc2ccc(NC(=O)c3ccco3)c(O)c2)cc1 | 111.3 | 115.9 | 107.4 | 89.0 | 110.3 | 102.2 | 128.2 | 157.4 | 96.8
Cc1cc(Cl)cc2sc(=S)[nH]c12 | 112.0 | 111.7 | x | 108.5 | 93.8 | 99.3 | 110.8 | 107.8 | 110.4
Nc1ccc(S(=O)(=O)Nc2cnc3ccccc3n2)cc1 | 104.2 | 100.5 | 112.8 | 99.5 | 101.0 | 106.5 | 96.9 | 111.1 | 100.6
COc1cc(/C=C2/SC(=O)N(CCCC(=O)N3CCN(c4cc5c(cc4F)c(=O)c(C(=O)O)cn5C4CC4)CC3)C2=O)cc(OC)c1OC | 102.5 | x | 101.6 | 96.7 | 97.2 | 106.9 | 95.0 | 113.0 | 97.1
O=C(Cl)CC1CC(=O)OC1=O (stereo unspecified) | 113.5 | 97.5 | 104.1 | 115.9 | 97.9 | 104.5 | 113.6 | 114.9 | 105.4
CC[C@H](Nc1nc(C)nc(N)c1C#N)c1nc2cccc(NCc3ccc(C(=O)NO)cc3)c2c(=O)n1-c1ccccc1 | 59.4 | -4.0* | 2.4* | -36.4* | -17.5* | 3.6* | 24.5 | 0.9* | 21.0
O=C(O)c1cn(C2CC2)c2cc(N3CCN(C(=O)/C=C/c4ccccc4)CC3)c(F)cc2c1=O | 93.6 | 98.1 | 105.8 | 85.6 | 99.1 | 95.3 | 80.2 | 108.2 | 90.0
O=C(OCCO)c1ccccc1 | 106.3 | 96.0 | 102.9 | 84.1 | 105.9 | 98.7 | 103.8 | 115.6 | 89.2
Cc1ccc(OCCn2ccc(=O)n(CCOc3ccc(Cl)cc3C(=O)c3cc(C)cc(C)c3)c2=O)cc1 | 20.1 | 62.9 | 37.2 | 23.3 | 54.4 | 34.5 | 84.1 | x | 27.8
Cn1cc(-c2cc3nc(-c4c[nH]c5ccccc45)cc(N)n3n2)c2cc(Cl)ccc21 | -48.5* | -30.4* | -58.2* | -72.1* | x | -84.6* | -98.8* | -89.9* | -84.0*
O=C(O)[C@@H]1CCC(c2ccccc2)=N1 | 107.1 | 113.5 | 110.8 | 112.0 | 92.8 | 101.8 | 114.7 | 113.7 | 108.8
CCC1(C(N)=O)CC2C=CC1CC2 (stereo unspecified) | 244.1 | 109.2 | 112.8 | 99.1 | 248.7 | 107.4 | 114.4 | 94.8 | 109.0
CCCC(C)=C(C(=O)OCC)C(=O)OCC | 115.4 | 102.5 | 103.7 | 98.1 | 102.9 | 105.6 | 107.5 | 118.9 | 97.4
N#CSc1cc(SC#N)c2ccccc2c1N | 69.5 | 98.4 | 67.1 | 26.6 | 65.5 | 53.8 | 94.8 | 80.3 | 60.7
C=C1C(=O)O[C@H]2[C@H]1CC/C(COC(=O)NCc1ccc(Cn3c(=O)sn(-c4ccccc4)c3=O)cc1)=C\CC[C@@]1(C)O[C@@H]21 | 105.7 | 55.1 | 81.3 | -70.6* | 91.7 | 5.9* | 92.7 | 3.5* | 32.4
CC(C)=CCC[C@](C)(O)[C@H]1CC[C@]2(C)[C@@H]1CC[C@@H]1[C@@]3(C)CC/C(=N/O)C(C)(C)[C@@H]3CC[C@]12C | -10.9*[100 µM] | 11.3[100 µM] | -7.5*[100 µM] | -28.9*[100 µM] | -56.9*[100 µM] | -9.5*[100 µM] | -1.1*[100 µM] | -43.5*[100 µM] | 29.7[100 µM]
COc1ccc(C2=CC(c3ccc(OC)cc3Br)N3C=CSC3=N2)cc1 (stereo unspecified) | 86.5 | 66.6 | 90.6 | 67.9 | 96.9 | -100.0* | 72.8 | 80.3 | 27.5
O=C(c1cccnc1)N1CCOCC1 | 98.1 | 94.1 | 103.6 | 92.3 | 98.1 | 104.1 | 108.6 | 105.1 | 103.8
